Screening results deposited in PubChem BioAssay by National Center for Advancing Translational Sciences (NCATS).
A350 fluor: qHTS Assay for Spectroscopic Profiling in A350 Spectral Region | Compound autofluorescence, 340/450 nm, Alexa 350 dye-equivalents; stronger effect = higher value | max dye-equivalent concentration, M | actives 11% (n = 59,000); in the data active means max dye-equivalent concentration above about 10 nM; inconclusive means mostly about 1.1 nM to 9.6 nM
15-hLO inh: qHTS Assay for Inhibitors of 15-hLO (15-human lipoxygenase). Polyunsaturated fatty acid lipoxygenase ALOX15 (Homo sapiens), P16050. purified 15hLO-1, xylenol orange hydroperoxide absorbance. Potency, µM (series often up to 57.1 µM), for the others: at the top dose activity change, negative = inhibition, hits mostly inhibitors. actives 1.4% (n = 74,000); further: potency means the concentration at half of the fitted maximal effect; on the % scale 0 is the no-effect control and ±100 the full control effect; nearly all actives have a fitted effect of over 55% in size
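Inhibition is scored from a chromogenic endpoint. After 15 min enzyme-compound contact, arachidonic acid (50 uM final) reacts 6 min with 40 nM 15hLO-1 at room temperature, then Fe-XO reagent is added for 30 min and absorbance ratio recorded.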
Ub-GFP proteasome: Ubiquitin-GFP Assay; Ubiquitin-GFP reporter cells, proteasome inhibition, GFP fluorescence; response scale: untreated = 0%, 10 µM MG-132 = 100%; Potency, µM (doses to about 45.9 µM), for the others: top-dose activation (GFP accumulation), actives largely listed as activators; 67,000 tested, under 10 active; AID 526, 2006; active means well fitted activation curve with a large enough effect, not every such curve was filed as active; inconclusive means small, poorly fitted or top-dose-only effect, or another doubt; inactive means no such curve, though single readings can be large or run the other way; further: potency means the concentration at half of the fitted maximal effect
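Reporter cells (U2OS, ubiquitin-G76V-GFP fusion) are plated overnight, then treated 4 hr at 37 °C with compound titrations from 46 uM down to 2.9 nM. Activity is scaled against untreated cells and 10 uM MG-132.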
Hsp90 Hop PPI: qHTS Assay for Disrupters of an Hsp90 Co-Chaperone Interaction; Potency, µM (titrated, usually from 57 µM), without a hit: at the top dose activity change, negative = inhibition; AlphaScreen TPR2A-His6 binding biotin-Hsp90 C-terminal peptide; AID 595, 2007; actives 0.44% (n = 71,000); active means well fitted curve in either direction with a large enough effect; inconclusive means small, poorly fitted or top-dose-only effect, or another doubt; further: potency means the concentration at half of the fitted maximal effect; on the % scale 0 is the no-effect control and ±100 the full control effect; many of its hits are not listed in these tables
BRCT inh red: qHTS Assay for Inhibitors of BRCT-Phosphoprotein Interaction (Red Fluorophore); Breast cancer type 1 susceptibility protein (Homo sapiens), P38398; BRCT-phosphopeptide binding, red fluorescence polarization; Potency, µM (titrated, usually from 76.9 µM), without a hit: at the top dose activity change, negative = inhibition, hits mostly inhibitors; actives 0.03% (n = 75,000); AID 892, 2007; further: on the % scale 0 is the no-effect control and ±100 the full control effect
Target sequence (P38398 whole entry, looked up): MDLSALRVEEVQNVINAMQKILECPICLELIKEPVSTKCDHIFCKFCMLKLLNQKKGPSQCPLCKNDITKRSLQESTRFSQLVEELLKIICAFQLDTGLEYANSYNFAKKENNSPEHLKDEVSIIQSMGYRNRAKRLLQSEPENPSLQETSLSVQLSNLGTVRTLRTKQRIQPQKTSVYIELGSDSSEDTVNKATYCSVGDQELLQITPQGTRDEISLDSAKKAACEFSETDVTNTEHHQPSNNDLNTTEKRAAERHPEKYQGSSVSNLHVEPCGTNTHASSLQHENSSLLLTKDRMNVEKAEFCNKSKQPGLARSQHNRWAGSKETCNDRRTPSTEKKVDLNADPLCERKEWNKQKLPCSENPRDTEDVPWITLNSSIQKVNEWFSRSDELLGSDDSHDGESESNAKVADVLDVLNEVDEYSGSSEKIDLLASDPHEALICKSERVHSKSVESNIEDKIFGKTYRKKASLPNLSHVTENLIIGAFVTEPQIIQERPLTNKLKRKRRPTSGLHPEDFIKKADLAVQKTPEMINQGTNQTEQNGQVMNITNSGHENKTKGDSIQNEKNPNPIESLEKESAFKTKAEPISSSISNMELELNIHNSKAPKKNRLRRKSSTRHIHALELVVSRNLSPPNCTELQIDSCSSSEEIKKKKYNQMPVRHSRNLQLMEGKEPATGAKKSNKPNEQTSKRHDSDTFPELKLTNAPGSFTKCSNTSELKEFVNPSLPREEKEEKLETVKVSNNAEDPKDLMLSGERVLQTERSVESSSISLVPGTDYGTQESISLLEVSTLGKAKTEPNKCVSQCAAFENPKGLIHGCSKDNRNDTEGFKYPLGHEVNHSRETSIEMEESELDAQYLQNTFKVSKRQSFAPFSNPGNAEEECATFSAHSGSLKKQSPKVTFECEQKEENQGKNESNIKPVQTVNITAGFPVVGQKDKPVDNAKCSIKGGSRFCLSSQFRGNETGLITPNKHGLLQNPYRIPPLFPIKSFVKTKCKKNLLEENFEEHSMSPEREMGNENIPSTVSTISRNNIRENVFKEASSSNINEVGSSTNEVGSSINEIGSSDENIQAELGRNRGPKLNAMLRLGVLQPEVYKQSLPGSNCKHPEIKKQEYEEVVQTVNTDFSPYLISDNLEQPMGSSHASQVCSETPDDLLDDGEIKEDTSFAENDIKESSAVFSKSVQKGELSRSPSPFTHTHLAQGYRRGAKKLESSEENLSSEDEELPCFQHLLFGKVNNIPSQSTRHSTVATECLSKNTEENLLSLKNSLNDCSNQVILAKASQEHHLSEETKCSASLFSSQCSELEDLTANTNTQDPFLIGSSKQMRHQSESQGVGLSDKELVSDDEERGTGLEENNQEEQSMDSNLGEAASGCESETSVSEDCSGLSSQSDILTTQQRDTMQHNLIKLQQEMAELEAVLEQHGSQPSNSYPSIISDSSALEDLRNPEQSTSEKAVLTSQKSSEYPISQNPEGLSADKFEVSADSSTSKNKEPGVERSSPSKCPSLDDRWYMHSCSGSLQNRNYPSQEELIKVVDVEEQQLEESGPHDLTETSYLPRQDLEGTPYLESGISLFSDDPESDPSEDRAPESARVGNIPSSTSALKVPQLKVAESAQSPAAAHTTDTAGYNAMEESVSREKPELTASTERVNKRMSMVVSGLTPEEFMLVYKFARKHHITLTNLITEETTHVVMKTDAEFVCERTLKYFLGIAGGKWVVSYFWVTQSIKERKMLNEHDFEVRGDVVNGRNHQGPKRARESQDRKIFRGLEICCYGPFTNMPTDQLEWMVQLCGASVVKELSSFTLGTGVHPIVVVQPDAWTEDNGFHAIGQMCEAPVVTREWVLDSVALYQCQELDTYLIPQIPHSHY
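Rhodamine-labelled pBACH1 10-mer (100 nM) bound to BRCT domain (100 nM) at pH 7.3; compounds incubated 12 min room temperature, polarization read. Free peptide defines full inhibition; unlabelled decapeptide titrated as control.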
4-MU autofl: qHTS Assay for Spectroscopic Profiling in 4-MU Spectral Region. compound autofluorescence, 340/450 nm, 4-MU equivalents; stronger effect = higher value. max dye-equivalent concentration, M. actives 11% (n = 59,000). AID 589, 2007; in the data active means max dye-equivalent concentration above about 10 nM; inconclusive means mostly about 1.1 nM to 9.6 nM
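Compounds in 100 mM Tris, pH 8.0, incubated 15 min at room temperature, then fluorescence read at 340 nm excitation/450 nm emission. Signal converted to 4-MU dye-equivalent concentration using an on-plate six-point 4-MU standard curve.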
Epigenetic mod: qHTS Assay for Epigenetic Modulators; Potency, µM (series often up to 46.1 µM), without a hit: at the top dose GFP derepression (activation); mouse C127i GFP locus derepression, cytometry, 30 h; actives 0.09% (n = 68,000); further: % of control where 0% means no effect
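Derepression screen: silenced CMV-GFP reporter in murine C127i cells, 30 h compound incubation at 37 C, washed cells imaged by laser-scanning cytometer to enumerate GFP-expressing objects of 20 to 120 um.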
HBB splice mod: qHTS Assay for Modulators of Hemoglobin Beta Chain Splicing. Potency, µM (top dose mostly 46.1 µM), without a hit: at the highest dose activation, usual class: activators. HBB splicing reporter cell assay, activation; EGFP reporter with mutant IVS2-654 intron; response scale: normalised to 500 nM splice-correcting PNA. actives 0.06% (n = 65,000). AID 925, 2007; further: potency means the concentration at half of the fitted maximal effect; 0% is about no effect
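Compounds were applied for 2 days to HeLa EGFP-654 cells, 500/well in Optimem with 2% FCS. The reporter's EGFP is disrupted by mis-splicing of beta-globin intron IVS2-654. Readout: summed well GFP fluorescence from 488 nm laser scanning; reference was 500 nM antisense […] 654 PNA.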
DNA Pol III inh: qHTS Assay for Inhibitors of DNA Polymerase III Holoenzyme System; reconstituted DNA polymerase III holoenzyme replication, biochemical; Potency, µM (doses to about 57.1 µM), without a hit: at the top dose activity change, negative = inhibition; actives 0.25% (n = 71,000); AID 603, 2007; further: potency means the concentration at half of the fitted maximal effect; on the % scale 0 is the no-effect control and ±100 the full control effect
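Reconstituted *E. coli* holoenzyme (0.35 nM Pol III, 1 nM beta, 154 nM SSB, 2 nM primase) was preincubated with compound for 15 min at RT. Synthesis on 1.4 nM ssM13Gori ran 35 min, then was stopped with PicoGreen/EDTA and read as dsDNA fluorescence.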
CRE Fsk mod: Cell signaling CRE-BLA (Fsk stim) | AID 662, 2007 | CHO CRE-bla reporter (cAMP response element driving beta-lactamase), forskolin EC10, beta-lactamase ratio | Potency, µM (top dose mostly 38.2 µM), for the others: at the top dose activity change, negative = inhibition, most hits filed as activators | actives 2.5% (n = 71,000); active means well fitted activation curve with a large enough effect in the signal ratio, with a control signal flat, not every such curve was filed as active; inconclusive means small, poorly fitted or top-dose-only effect, or effect the other way, or a change in a side signal; the % refers to the signal ratio; further: potency means the concentration at half of the fitted maximal effect; % of control where 0% means no effect
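Titrated compounds plus EC10 NKH 477 on CHO CRE-bla cells, 3 h, 37 °C. CCF4, 2 h RT. Ratio 460/530 nm → AC50.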
BRCT inh green: qHTS Assay for Inhibitors of BRCT-Phosphoprotein Interaction (Green Fluorophore); actives 0.05% (n = 75,000); BRCA1 BRCT-phosphopeptide binding, green fluorescence polarization; Breast cancer type 1 susceptibility protein (Homo sapiens), P38398; Potency, µM (titrated, usually from 76.9 µM), inactives show top-dose activity change, negative = inhibition, actives largely listed as inhibitors;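 further: potency means the concentration at half of the fitted maximal effect; plate controls were peptide without protein for full effect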
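Compounds were incubated for 12 min at room temperature with a complex of 100 nM fluorescein-tagged pBACH1 decapeptide and 250 nM His-tagged BRCT protein. Buffer was phosphate pH 7.3 with EDTA, DTT and Tween 20. Disruption of binding lowers the polarization signal.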
* hit, by the source's call; i = inactive; ? = inconclusive; nt = no result given; [ ] = another dose, or the depositor's remark. Unless noted, the call rests on the fitted dose curve; in most records, active means well fitted curve in the direction sought with a large enough effect; inconclusive means small, poorly fitted or top-dose-only effect, or another doubt; inactive means no such curve, though single readings can be large; an effect the other way counts as inactive or inconclusive.

SMILES	A350 fluor	15-hLO inh	Ub-GFP proteasome	Hsp90 Hop PPI	BRCT inh red	4-MU autofl	Epigenetic mod	HBB splice mod	DNA Pol III inh	CRE Fsk mod	BRCT inh green
Cc1ccc(N2CC(C(=O)Nc3ccc4c(c3)OCO4)CC2=O)cc1 (configuration not stated)	i	-6%	3%	-2%	-0.3%	i	-2%	-2.9%	-6%	-18%	-0.4%
CCOCCCNS(=O)(=O)c1ccc2c(c1)oc(=O)n2CC(=O)OCC	i	1%	nt	-4%	-0.7%	i	2%	-1.4%[0.369 µM]	-5%	17%	-2.9%
Clc1ccc(CN2C3=NCCCN3c3ccccc32)cc1	i	2%	-1%	-6%	-2.7%	i	-2%	nt	-1%	-2%	-2.4%
COc1cc(C(=O)NCC(c2ccco2)N2CCCC2)ccc1OCc1c(C)noc1C (configuration not stated)	i	-9%	17%	-4%	-1.4%	i	0%	2.0%[1.84 µM]	-6%	20%	0.7%
CCOc1ccc(-c2csc(NC(=O)C3CCCO3)n2)cc1 (configuration not stated)	i	-8%	6%	2%	0.8%	i	-2%	-0.6%	-5%	6%	1.6%
Cc1noc(C)c1-c1nccc(-n2ccnc2)n1	i	-29%	-2%	-5%	-1.6%	i	-4%[9.22 µM]	-0.8%	-12%	?	0.9%
CCOC(=O)c1cc(-c2ccc(F)cc2)n(CC(=O)N2CCCC2)c1C	i	3%	3%	-17%	-1.3%	i	12%	-0.7%	0%	-9%	-1.0%
Cc1sc2ncnc(OCC(=O)NCc3cccs3)c2c1C	1e-08M*	-5%	2%	-5%	0.2%	?	-2%	-0.8%	-2%	-6%	0.0%
O=S1(=O)NC(=NC2CCCCCC2)c2ccccc21	i	-3%	2%	3%	-0.5%	i	-3%	-1.8%	-7%	-4%	-1.6%
O=C(C1CCCN(S(=O)(=O)c2cnc[nH]2)C1)N1CCN(Cc2ccccc2)CC1 (configuration not stated)	nt	-4%	-10%	1%	-1.4%	nt	2%	-0.9%	9%	-7%	-4.3%
CC1Cc2ccccc2N1C(=O)CSc1nc2cc3c(cc2cc1C#N)OCO3 (configuration not stated)	4.1e-08M*	8%	1%	-2%	-0.9%	5e-08M*	7%	nt	-4%	6%	0.5%
Nc1ccccc1S(=O)(=O)O	nt	1%	nt	-1%	-1.6%	nt	nt	0.6%	-2%	-2%	-1.8%
Cn1cnnc1SCc1ccc(-c2ccc(Br)cc2)o1	i	3%	-4%	-16%	1.4%	i	0%	-2.7%	-27%	?	5.4%
CS(=O)(=O)N1CCN(C(=O)c2ccc(F)cc2)CC1	i	-4%	5%	-1%	-0.3%	i	-2%	2.0%	-5%	6%	0.0%
CCCCCn1c2nc3ccccc3nc2c2c(=O)n(CC3CCCO3)c(C)nc21 (configuration not stated)	2.1e-07M*	0%	-2%	-4%	0.1%	1.9e-07M*	3%	-2.1%[57.5 µM]	0%	1%	1.0%

Part of the list above, limited to Epigenetic mod.
compound	Epigenetic mod
Cc1ccc(N2CC(C(=O)Nc3ccc4c(c3)OCO4)CC2=O)cc1 (configuration not stated)	-2%
CCOCCCNS(=O)(=O)c1ccc2c(c1)oc(=O)n2CC(=O)OCC	2%

Going on with the list:
SMILES	A350 fluor	15-hLO inh	Ub-GFP proteasome	Hsp90 Hop PPI	BRCT inh red	4-MU autofl	Epigenetic mod	HBB splice mod	DNA Pol III inh	CRE Fsk mod	BRCT inh green
CC(=O)c1c(C)nn(CC(O)COc2ccc3c(c2)CCC3)c1C (configuration not stated)	i	0%	0%	0%	-0.3%	i	3%	-1.2%	0%	-4%	0.6%
CCC(=O)Nc1ccc(NC(=O)CSc2nnc(C(C)C)n2C)cc1	i	-2%	-1%	0%	1.1%	i	-4%	nt	-2%	0%	-0.7%
CCCS(=O)(=O)N1CCC(C(=O)N2CCOCC2)CC1	i	7%	2%	1%	-1.8%	i	2%	-5.7%	1%	?	-3.2%
C=CCn1c(-c2c[nH]c3ccccc23)n[nH]c1=S	?	-23%	3%	0%	0.9%	i	-2%	-1.9%[1.84 µM]	-2%	28%	0.2%
Cc1noc(C)c1-c1cc(N(C)Cc2ccco2)ncn1	i	?	-2%	-4%	0.6%	i	0%[9.22 µM]	-0.2%	-4%	5%	-0.3%
O=C(Cn1cnc2c(nnn2Cc2ccc(Cl)cc2)c1=O)NCC1CCCO1 (configuration not stated)	i	8%	3%	-3%	-0.2%	i	0%	8.3%	0%	?	2.0%
O=C(c1ccco1)N1CCC[C@@]2(CCN(c3ncccn3)C2)C1	i	3%	-1%	-1%	-0.3%	i	0%[9.22 µM]	1.1%	-1%	-1%	-2.1%
CC(=O)C1=C(O)C(=O)N(c2cc(C(C)(C)C)on2)C1c1ccc(C(C)C)cc1 (configuration not stated)	1.2e-08M*	52%[activator]	1%	1%	0.2%	1.3e-08M*	-1%	-0.3%[57.5 µM]	-5%	4%	-1.6%
COc1cccc(Cn2c(=O)c(-c3ccc(F)cc3)nc3cnc(N(C)C)nc32)c1	i	-9%	0%	-1%	0.9%	i	0%[9.22 µM]	2.1%	-9%	?	-1.1%
Cc1cccc(-n2ncc3c(NC4CCCCC4)ncnc32)c1	nt	-12%	-9%	?	-5.3%	nt	nt	-0.7%	-8%	?	0.5%
COc1ccc(C2CC(c3ccc(C)cc3)Nc3ncnn32)cc1 (configuration not stated)	nt	26%	-14%	-3%[2.3 µM]	-1.1%	nt	nt	-0.2%	-4%	0%	-1.0%
Cc1ccc2oc(=O)c3cnn(CC(=O)N(CCC(C)C)Cc4ccco4)c3c2c1	nt	2%	-7%	1%	0.2%	nt	-3%	-0.2%	-4%	5%	-0.7%
OC1CCCN(Cc2ccc3c(c2)Cc2ccccc2-3)C1 (configuration not stated)	nt	0%	-4%	-4%	1.1%	nt	-2%	-0.5%	-3%	1%	-1.1%
Cc1oc(-c2ccccc2F)nc1CS(=O)(=O)CC(=O)N1CCN(Cc2ccccc2)CC1	nt	-3%	7%	-1%	-0.6%	nt	-7%	-0.4%	0%	-2%	-0.7%
O=C(CSc1nc2c(c(=O)n1-c1ccc(F)cc1)SCC2)N1CCCC1	i	-1%	9%	0%	1.8%	i	6%	-2.0%	-3%	-8%	-1.1%

Among those listed so far, these have two or more sulfur atoms:
SMILES	A350 fluor	15-hLO inh	Ub-GFP proteasome	Hsp90 Hop PPI	BRCT inh red	4-MU autofl	Epigenetic mod	HBB splice mod	DNA Pol III inh	CRE Fsk mod	BRCT inh green
Cc1sc2ncnc(OCC(=O)NCc3cccs3)c2c1C	1e-08M*	-5%	2%	-5%	0.2%	?	-2%	-0.8%	-2%	-6%	0.0%
O=C(CSc1nc2c(c(=O)n1-c1ccc(F)cc1)SCC2)N1CCCC1	i	-1%	9%	0%	1.8%	i	6%	-2.0%	-3%	-8%	-1.1%

Back to the main list; the 2 compounds before the break are reprinted first.
SMILES	A350 fluor	15-hLO inh	Ub-GFP proteasome	Hsp90 Hop PPI	BRCT inh red	4-MU autofl	Epigenetic mod	HBB splice mod	DNA Pol III inh	CRE Fsk mod	BRCT inh green
Cc1oc(-c2ccccc2F)nc1CS(=O)(=O)CC(=O)N1CCN(Cc2ccccc2)CC1	nt	-3%	7%	-1%	-0.6%	nt	-7%	-0.4%	0%	-2%	-0.7%
O=C(CSc1nc2c(c(=O)n1-c1ccc(F)cc1)SCC2)N1CCCC1	i	-1%	9%	0%	1.8%	i	6%	-2.0%	-3%	-8%	-1.1%
COc1ccc(-c2[nH]nc3c2C(c2ccc(OC(=O)N4CCOCC4)cc2)C(C#N)=C(N)O3)cc1 (configuration not stated)	i	?	-8%	-10%	1.2%	i	0%	-0.2%[0.369 µM]	1%	3%	1.9%
CC1(C)Cc2noc(N)c2C(C)(C)N1O	i	15%	4%	-1%	0.4%	i	?	-2.2%	-1%	-5%	-1.1%
COc1ccc(Cc2nc(-c3cccs3)no2)cc1OC	nt	-4%	17%	-3%[2.3 µM]	1.7%	nt	nt	-1.9%	-2%	4µM*	-0.6%
CCCc1c(C)c2ccccc2[nH]c1=O	i	-3%	-3%	-2%	0.9%	i	-3%	-0.8%	2%	?	-7.3%
CCOC(=O)c1[nH]c(C)c(CCC(=O)OC)c1C	i	1%	2%	-4%	-0.4%	i	2%	-0.5%	3%	2%	-9.0%
